# DRD3 agonist: qHTS of D3 Dopamine Receptor Agonist: qHTS; D(3) dopamine receptor (Homo sapiens), P35462; D3R DiscoveRx beta-arrestin cells, luminescence, 90 min; max activation, %; 0.58% of 410,000 active; AID 652048, 2013; in the data active = max activation above about 30%; also: 0% is about no effect; mostly tested at two doses, the higher about 12 µM
#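 Agonist-mode cell screen: cells plated at 1500/well and incubated overnight at 37 °C, then exposed to library compounds for 90 min at 37 °C. Detection reagent was added for 30–60 min at room temperature, and luminescence was read.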
# GLP1R inv ag: qHTS of GLP-1 Receptor Inverse Agonists (Inhibition Mode) | Glucagon-like peptide 1 receptor (Homo sapiens), P43220 | HEK293 GLP-1R CRE-luciferase, luminescence, 24 h; GLP-1R form is constitutively active | Potency, µM (highest dose often 38.3 µM), for the others: top-dose activity change, negative = inhibition, actives largely listed as inhibitors | 1.6% of 410,000 active; also: potency is read from the fitted curve at half-maximal effect; % is scaled to controls: 0 for no effect and ±100 for the full control effect; nearly all actives have a fitted effect of over 55% in size
# Target sequence (P43220 whole entry, looked up): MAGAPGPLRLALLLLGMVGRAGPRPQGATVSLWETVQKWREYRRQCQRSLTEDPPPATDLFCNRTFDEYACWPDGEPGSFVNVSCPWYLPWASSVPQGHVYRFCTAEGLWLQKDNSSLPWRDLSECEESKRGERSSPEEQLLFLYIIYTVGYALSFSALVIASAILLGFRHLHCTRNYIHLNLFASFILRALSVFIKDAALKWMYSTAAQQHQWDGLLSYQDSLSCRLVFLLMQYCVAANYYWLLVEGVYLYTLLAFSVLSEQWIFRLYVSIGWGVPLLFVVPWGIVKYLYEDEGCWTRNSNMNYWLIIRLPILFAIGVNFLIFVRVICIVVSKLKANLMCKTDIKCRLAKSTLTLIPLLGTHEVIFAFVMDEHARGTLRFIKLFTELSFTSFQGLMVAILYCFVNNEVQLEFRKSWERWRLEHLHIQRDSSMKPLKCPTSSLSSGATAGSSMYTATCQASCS
#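 Seeding at 200 cells/uL, 12 h culture, 24 hr compound treatment, then luciferase reagent and a luminescence read; cells are HEK293 stably expressing a constitutively active GLP-1R plus cAMP-responsive luciferase.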
# D3 antag: qHTS of D3 Dopamine Receptor Antagonist: qHTS; D(3) dopamine receptor (Homo sapiens), P35462; D3R cells, DiscoveRx beta-arrestin luminescence, antagonist mode; stronger effect = lower value; max response, negative = inhibition, %; 2.5% of 360,000 active; in the data active = max response below about -50%; inconclusive = no clear call, values can overlap the other calls; also: % is scaled to controls: 0 for no effect and ±100 for the full control effect; mostly tested at two doses, the higher about 12 µM
#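 Cells expressing the human receptor were seeded at 1500 cells/well, incubated overnight at 37 degrees C in 5% CO2, then exposed to library compounds with dopamine controls for 90 minutes at 37 degrees C before luminescent detection.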
# TDP43 rescue: qHTS of TDP-43 Inhibitors; TDP-43 expressing yeast growth rescue, BacTiter-Glo, 24 h; Potency, µM (top dose mostly 46.1 µM), for inactives: at the highest dose growth rescue (activation), most hits filed as activators; 1.8% of 410,000 active; also: potency is read from the fitted curve at half-maximal effect; % of control where 0% means no effect; nearly all actives have a fitted effect of over 50% in size
#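 Luminescence from BacTiter-Glo reports growth of TDP-43-expressing yeast after 24 hr at 30 deg C with compound. Cells were raffinose-pregrown to mid-log, then seeded in galactose medium at OD600=0.02.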
# GLP1R ag: qHTS of GLP-1 Receptor Agonists. Glucagon-like peptide 1 receptor (Homo sapiens), P43220. HEK293 GLP-1R CRE-luciferase, luminescence, 4-6 h; cells express a hypersensitive GLP-1R form. Potency, µM (titrated, usually from 45.6 µM), for inactives: at the top dose activation, usual class: activators. 0.007% of 380,000 active; also: potency is read from the fitted curve at half-maximal effect; % of control where 0% means no effect
# PTHR1 ag: qHTS for PTHR1 Agonists: Primary Screen; HEK293 GP2 PTHR1 cells, GloSensor cAMP luminescence, 1 h; AID 743266, 2014; Potency, µM (top dose mostly 115 µM), inactives show top-dose activation, most hits filed as activators; 0.075% of 410,000 active; Parathyroid hormone/parathyroid hormone-related peptide receptor (Homo sapiens), Q03431; also: potency is read from the fitted curve at half-maximal effect; nearly all actives have a fitted effect of over 55% in size; some results filed as inactive show a strong effect at the top dose; inactives centre near -15; many of its hits are not listed in these tables
# Target sequence (Q03431 whole entry, looked up): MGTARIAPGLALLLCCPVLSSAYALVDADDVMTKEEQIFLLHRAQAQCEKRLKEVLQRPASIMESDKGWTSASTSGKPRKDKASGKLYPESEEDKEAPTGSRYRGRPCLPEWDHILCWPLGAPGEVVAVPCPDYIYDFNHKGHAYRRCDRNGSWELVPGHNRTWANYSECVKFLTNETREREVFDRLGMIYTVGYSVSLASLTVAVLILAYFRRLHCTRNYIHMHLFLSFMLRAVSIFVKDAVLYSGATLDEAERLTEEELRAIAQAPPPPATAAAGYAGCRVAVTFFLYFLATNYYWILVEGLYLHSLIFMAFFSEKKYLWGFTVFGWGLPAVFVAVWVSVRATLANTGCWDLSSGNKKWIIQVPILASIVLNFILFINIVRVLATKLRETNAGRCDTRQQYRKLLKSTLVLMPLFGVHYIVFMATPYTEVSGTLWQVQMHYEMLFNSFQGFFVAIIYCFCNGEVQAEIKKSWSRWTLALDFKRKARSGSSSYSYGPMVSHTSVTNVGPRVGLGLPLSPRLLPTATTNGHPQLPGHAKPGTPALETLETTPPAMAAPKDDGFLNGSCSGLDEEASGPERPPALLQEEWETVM
#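 HEK-293-derived GP2 cells expressing PTHR1 and a GloSensor cAMP reporter, 3,000/well, plated overnight, given luciferin plus IBMX (each 0.5 mM as added) for 1 h at 37 °C, then compound for 1 h at 37 °C. Luminescence was read after 15 min at room temperature.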
# aSyn rescue: qHTS of alpha-syn Inhibitors; 0.14% of 370,000 active; Potency, µM (highest dose often 46.1 µM), for the others: at the highest dose growth rescue (activation), actives largely listed as activators; Yeast expressing alpha-synuclein, growth rescue, BacTiter-Glo, 24 h; AID 652106, 2013; also: potency is read from the fitted curve at half-maximal effect; % of control where 0% means no effect; nearly all actives have a fitted effect of over 65% in size
#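 Galactose-induced alpha-syn yeast (OD600=0.02, raffinose-pregrown) + pinned cpd, 24 hr, 30 deg C; growth by BacTiter-Glo luminescence. Growth restoration scores as activation.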
# KB-V1 cytotox: qHTS assay for MDR1-selective chemotherapeutics: Primary screen using the drug-selected MDR subline cells KB-V1; KB-V1 MDR cells viability, CellTiter-Glo, 72 h; Potency, µM (top dose mostly 46.1 µM), without a hit: top-dose activity change, negative = cytotoxicity, most hits filed as cytotoxic; 3.4% of 400,000 active; also: potency is read from the fitted curve at half-maximal effect; % is scaled to controls: 0 for no effect and ±100 for the full control effect; nearly all actives have a fitted effect of over 60% in size
#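 Readout: CellTiter-Glo luminescence, 10 min after addition. Cells: KB-V1 MDR subline, 72 h at 37 degrees C with compound. Analysis: corrected, normalized data fitted to concentration-effect curves.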
# GLP1R cytotox: qHTS of GLP-1 Receptor Inverse Agonists: Cytotox Screen; Potency, µM (titrated, usually from 38.3 µM), for the others: top-dose activity change, negative = inhibition, usual class: inhibitors; 0.13% of 410,000 active; HEK293 cAMP-luciferase reporter cells, luminescence, 24 h;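 also: loss of luciferase light is scored as toxicity; potency is read from the fitted curve at half-maximal effect; % is scaled to controls: 0 for no effect and ±100 for the full control effect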
#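 Cells in DMEM/10% Nu serum/1% pen-strep, 1536-well format. Pre-incubated 12 h, dosed with 23 nL compound, incubated a further 24 h. Luciferase detection, 12 min at room temp, luminescence.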
# * = called active by the depositor; i = inactive; ? = inconclusive; . = no result given; & = joins results of further samples; [ ] = dose if it differs, or a comment. Unless noted, calls follow the shape of the dose curve; as a rule, active = well fitted curve in the direction sought with a large enough effect; inconclusive = small, poorly fitted or top-dose-only effect, or another doubt; inactive = no such curve, though single readings can be large; an effect the other way counts as inactive or inconclusive. A portion of the library, so the mix of outcomes need not match the whole.
SMILES,DRD3 agonist,GLP1R inv ag,D3 antag,TDP43 rescue,GLP1R ag,PTHR1 ag,aSyn rescue,KB-V1 cytotox,GLP1R cytotox
CCN1C(=O)/C(=C\c2cccs2)C(C(=O)OC)=C1C,2,7%,?,3%,7%,-7%,6%,?,5%
CC(=O)Nc1ccc(S(=O)(=O)N2CCC(NC(=O)C(Cc3cccn3C)NC(C)=O)CC2)cc1 (stereo not given),-1,5%,11,5%,-9%,i,10%,5%,1%
CCOC(=O)O[C@]1(C(=O)COC(=O)CC)CC[C@H]2[C@@H]3CCC4=CC(=O)C=C[C@]4(C)[C@H]3[C@@H](O)C[C@@]21C,16&-2,-21%,-16,7%,0%,-26%,-5%,9%,-5%
NC(=O)CC(NC(=O)Cc1cccc2ccccc12)c1ccc(NCCc2ccccc2F)c([N+](=O)[O-])c1 (stereo not given),-13,5%,3,7%,-2%,i,-7%,11%,1%
Cc1cnc(C)c(N(C)NC(=S)Nc2ccccc2)n1,-4,9%,-7,-9%,2%,-18%,-3%,0%,-5%
CC1Cc2ccccc2N1C(=O)C1CCCN(S(=O)(=O)c2cccc3cccnc23)C1 (stereo not given),5,?,4,29%,12%,-76%[inhibitor],1%,?,-14%
CC(=O)c1c(C)n(-c2cccc(Cl)c2)c2ccc(OC(=O)c3ccccc3)cc12,-9,-2%,.,-1%,.,-12%,.,-8%,-4%
Cc1ccc(C(C)NC(=O)c2cccs2)cc1C (stereo not given),-1,?,2,-2%,3%,-11%,-8%,2%,3%
CN(C)CCC(O)c1ccccc1 (stereo not given),14,12%,2,7%,0%,i,-2%,24%,12%
Cc1ccc(Cl)cc1N1CCN(C(=O)c2cn(C)c3ccc(S(=O)(=O)N4CCC(C)CC4)cc3c2=O)CC1,6,0%,.,13%,.,i,.,20%,-2%
COc1ccc(CNC(=O)C(=O)NC2CC(C)(C)NC(C)(C)C2)cc1,-4,-3%,-5,1%,1%,-49%[inhibitor],-1%,1%,-6%
O=C(CSc1nnc(NC(=O)c2ccccc2C(=O)O)s1)Nc1ccccc1Cl,-9,11%,-6,-2%,0%,-29%,2%,7%,10%
Cc1ccc(S(=O)(=O)NC2=NCN(C3CCCCC3)CN2)cc1,-3,5%,10,-6%,0%,-21%,-3%,3%,4%
Cc1ccc(S(=O)(=O)N2C[C@H]3C(=O)C[C@@H](c4cccc(Cl)c4)N(S(=O)(=O)c4ccc(C)cc4)[C@H]3C[C@H]2c2cccc(Cl)c2)cc1,-3,?,-5,0%,9%,-13%,-1%,0%,1%
CN(C(=O)c1ccc(S(=O)(=O)N2CCCCC2)cc1)C1CCS(=O)(=O)C1 (stereo not given),4,15%,27,17%,0%,i,7%,0%,-11%

# Part of the list above, with tabs:
molecule	DRD3 agonist	GLP1R inv ag	D3 antag	TDP43 rescue	GLP1R ag	PTHR1 ag	aSyn rescue	KB-V1 cytotox	GLP1R cytotox
CCOC(=O)O[C@]1(C(=O)COC(=O)CC)CC[C@H]2[C@@H]3CCC4=CC(=O)C=C[C@]4(C)[C@H]3[C@@H](O)C[C@@]21C	16&-2	-21%	-16	7%	0%	-26%	-5%	9%	-5%
CN(C)CCC(O)c1ccccc1 (stereo not given)	14	12%	2	7%	0%	i	-2%	24%	12%
Cc1ccc(Cl)cc1N1CCN(C(=O)c2cn(C)c3ccc(S(=O)(=O)N4CCC(C)CC4)cc3c2=O)CC1	6	0%	.	13%	.	i	.	20%	-2%
NC(=O)CC(NC(=O)Cc1cccc2ccccc12)c1ccc(NCCc2ccccc2F)c([N+](=O)[O-])c1 (stereo not given)	-13	5%	3	7%	-2%	i	-7%	11%	1%

# Additional entries follow.
SMILES,DRD3 agonist,GLP1R inv ag,D3 antag,TDP43 rescue,GLP1R ag,PTHR1 ag,aSyn rescue,KB-V1 cytotox,GLP1R cytotox
CCOC(=O)CC(NC(=O)c1cc2c(=O)n3cccc(C)c3nc2s1)c1ccc(OCC(C)C)c(OC)c1 (stereo not given),2,-10%,.,13%,.,-30%,.,-18%,5%
CC(c1ccco1)N(C(=O)C12CC3(C)CC(C)(CC(C)(C3)C1)C2)c1ccccn1 (stereo not given),1,-4%,-21,-2%,11%,i,-6%,?,75%[activator]
CCOC(=O)N1CCC(NC(=O)c2ccc3c(c2)N(Cc2ccccc2C)C(=O)c2ccccc2S3=O)CC1 (stereo not given),-7,-29%,.,20%,-2%,-19%,.,?,-17%
O=C(c1ccc(Cl)cc1)c1cn[nH]c1-c1ccccc1O,4,0%,-26,13%,3%,-8%,.,2%,-4%
Cc1cccc2cc(CN(Cc3ccccc3)C(=O)N(C)C)c(=O)[nH]c12,-6,4%,15,-12%,2%,-24%,-5%,-3%,9%
CCN1CCN(CCCNC(=O)c2ccc3c(Cl)c4c(nc3c2)CCCC4)CC1,-13,?,-16,-24%,5%,18%,-13%,-10%,?
CCOC(=O)c1c(NC(=O)C2C3C=CC(C3)C2(C)C(=O)O)sc2c1CCCC2 (stereo not given),5,?,2,26%,-6%,-21%,5%,18%,-6%
Cc1ccccc1Nc1nc(N)nc(CSc2ccc(F)cc2)n1,-3,-30%,4,25µM*,30%,-14%,2%,-12%,0%
CCCn1c2c(c(O)c(C(=O)NCCCN(CC)CC)c1=O)CCCC2,7,?,?,-30%[inhibitor],?,-5%[57.5 µM],-11%,-23%,-27%
CCO[C@H]1OC(C(=O)NCc2nc3ccccc3[nH]2)=C[C@@H](c2ccccc2)[C@@H]1CCCO,17,4%,8,19%,-1%,i,0%,13%,-9%
C=CCn1c(-c2ccco2)n[nH]c1=S,1,14%,20,-6%,-23%,i,-5%,1%,-7%
CCC(Oc1ccccc1)C(=O)N(CC)CC(=O)NCc1ccc(F)cc1 (stereo not given),2,?,-23,-19%,1%,i,2%,?,-3%
O=C(Cc1cccs1)Nc1ccc([N+](=O)[O-])cc1,-4,-20%,-14,14%,0%,-23%,1%,5%,-4%
Cc1c(Cl)cccc1NC(=O)CNC(=O)C1CC(=O)N(C2CCCC2)C1 (stereo not given),-1,-24%,20,1%,9%,-3%,0%,3%,18%
Cc1ccccc1CN1CCC(Oc2ccc(C(=O)NCc3ccccn3)cc2)CC1,-13,-24%,1,-6%,-1%,-5%,3%,15%,-3%
CCC(NC(=O)CCCc1ccccc1)c1ccccc1 (stereo not given),-7,?,-22,?,7%,i,0%,18µM*,?
O=C(NN=Cc1ccccc1)c1ccccc1,-7,-18%,-25,-19%,4%,i,-3%,19%,0%
Cc1ccc(Nc2c(-c3c[nH]c4ccccc34)nc3cc(C)ccn23)cc1,9,?,.,21%,.,-12%,.,3%,-10%
CC(C)c1ccc(NC(=O)c2ccc(Cn3nc(N4CCN(c5ccccc5)CC4)ccc3=O)o2)cc1,2,0%,.,5%,.,-8%,.,-11%,2%
Cc1cc2cc(CCNC(=O)c3cccs3)c(=O)[nH]c2cc1C,1,?,19,0%,33%,-23%,3%,?,-3%
CC(C)C[C@H](NC(=O)N1CCn2c1nc1ccccc12)C(=O)N[C@@H](Cc1ccccc1)C(=O)O,2,-12%,12,16%,0%,-36%[inhibitor],-1%,0%,1%
C=C(C)COc1ccc(-c2nc(N)ncc2Oc2ccc(OC)cc2)c(O)c1,1,-23%,?,-1%,-19%,i,9%,?,103%[activator]
CC1CCCCC12NC(=O)N(CC(=O)N1CCN(S(=O)(=O)Cc3ccccc3)CC1)C2=O (stereo not given),0,-27%,40,15%,-5%,-22%,1%,2%,-3%
N=c1n(CCN2CCOCC2)c2ccccc2n1CC(O)COc1ccccc1 (stereo not given),-5,-4%,14,-8%,-15%,-20%,8%,18%,10%
Cc1ccc(C)c(N2C(=O)N(Cc3ccccc3C)c3ccccc3S2(=O)=O)c1,-6,?,.,-1%,-3%,-29%,.,-5%,15%
CC(Oc1cccnc1[N+](=O)[O-])C(=O)Nc1cccc(Cl)c1 (stereo not given),0,13%,-30,16µM*,12%,-27%,-1%,0%,-5%
COc1ccc(S(=O)(=O)N2CCC(C(=O)Nc3cc(Cl)ccc3N3CCOCC3)CC2)cc1OC,-4,?,0,-22%,16%,i,2%,-16%,-8%
CC(C)OC(=O)CSc1nnc(-c2ccc(C(C)(C)C)cc2)n1N,19,?,-1,18%,1%,-91%[inhibitor],9%,2%,-17%
Cc1ccccc1Cn1c(C)nc2ccccc21,13,?,5,-19%,-4%,-15%,-9%,-16%,1%
c1ccc(-c2nc3c([nH]2)CCc2nonc2-3)cc1,-19,21%,-6,-13%,1%,-5%,-1%,5%,-2%
CNC(=O)NC(=O)CN1C(=O)NC2(CCOc3ccccc32)C1=O (stereo not given),4,-3%,-2,-7%,18%,i,2%,0%,-2%
Cc1ccc2onc(CC(=O)N3CCN(c4cc(Cl)ccc4C)CC3)c2c1,-8,?,.,?,.,-72%[inhibitor],.,?,4%
COC(=O)c1cc(Oc2ccc(C(=O)OC)cc2N)cc(C(=O)OC)c1,1,-3%,16,10%,16%,-43%[inhibitor],2%,13%,12%
CCOc1ccc(CCNC(=O)c2ccc3c(c2)N(Cc2cccc(Cl)c2)C(=O)c2ccccc2S3(=O)=O)cc1OCC,-2,-9%,.,-10%,.,-1%,.,.,2%
O=C(Cn1ncc2c3ccccc3n(Cc3ccccc3F)c2c1=O)NCCCc1ccccc1,0,16%,.,10%[9.22 µM],.,-25%,.,-4%,2%
COCCCNC(=S)Nc1ccc2c(c1)OCCO2,6,8%,6,13%,1%,i,3%,?,1%
CCC12CN(C(=O)c3ccc(C)cc3)CC(CC)(CN(C(=O)c3ccc(C)cc3)C1)C2=O,2,-10%,-7,2%,5%,-12%,9%,5.2µM*,?

# High-throughput results deposited in PubChem by National Center for Advancing Translational Sciences (NCATS).
